Compound activity as filed in PubChem BioAssay.
CHO-K1 Ca antag: counter-screen for M1 antagonists: effect in parental CHO-K1 cells. ATP-induced calcium, Fluo-8 fluorescence. inhibition, % at 3 µM. 360,000 compounds, 0.6% hits. AID 602250;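 active = inhibition above a per-plate cutoff, the plate's mean sample inhibition plus 3 SD, cut at about 24% in these data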;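 note: 0% = DMSO plus EC80 ATP and 100% = DMSO alone without ATP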
CHO parental Ca: counter-screen for OX1R antagonists: effect in parental CHO cells | 330,000 compounds, 0.63% hits | parental CHO-K1, ATP-induced calcium, Fluo-8 fluorescence | AID 463079 | inhibition, % at 5.6 µM;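 active = inhibition above that plate's mean sample inhibition plus 3 SD, cut at about 26% in these data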;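 note: 0% = ATP-challenged DMSO wells and 100% = DMSO wells without ATP; some compounds past the cut are filed as inactive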
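test system = CHO parental line | reagent = ATP stimulus | measured by = intracellular calcium via Fluo-8 no-wash fluorescent dye | control set = ATP and no-ATP DMSO wells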
CHRM1 antagonist: antagonists of human M1 muscarinic receptor; AID 588852; inhibition, % at 3 µM; P11229; CHO-K1 hM1, Fluo-8 calcium fluorescence, ACh EC80 antagonist; 360,000 compounds, 1.3% hits;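 active = percent inhibition above its own plate's cutoff, namely the mean of that plate's compound wells plus 3 SD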;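 note: peak over basal fluorescence ratio during 140 s after agonist addition; 0% = ACh EC80 plus DMSO and 100% = DMSO alone without agonist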
OXTR potentiator: potentiates the human oxytocin receptor response | P30559 | CHO-OTR cells, Fluo-8 calcium fluorescence, potentiator mode; 0% = oxytocin EC15, 100% = EC100 | activation, % at 3 µM | 320,000 compounds, 0.061% hits;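 active = activation above that plate's cutoff, the mean activation of tested compounds plus 3 SD, cut at about 6.6% in these data, passing the limit was not always enough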;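 note: 100% uses oxytocin at 75 nM as the full agonist control; some results filed as inactive read as strong as hits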
Target sequence (P30559 whole entry, looked up): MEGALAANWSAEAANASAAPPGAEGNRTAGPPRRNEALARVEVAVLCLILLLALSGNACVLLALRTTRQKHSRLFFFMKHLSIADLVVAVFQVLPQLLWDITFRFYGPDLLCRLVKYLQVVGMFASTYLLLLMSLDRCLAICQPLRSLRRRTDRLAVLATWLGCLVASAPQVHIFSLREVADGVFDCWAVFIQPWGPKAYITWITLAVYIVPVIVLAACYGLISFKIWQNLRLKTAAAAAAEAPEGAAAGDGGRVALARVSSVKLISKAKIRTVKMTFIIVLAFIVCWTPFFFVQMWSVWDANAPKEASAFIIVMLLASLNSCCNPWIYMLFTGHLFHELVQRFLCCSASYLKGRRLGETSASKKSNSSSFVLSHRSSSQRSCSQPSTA
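test system = CHO-OTR cells, human receptor | compound = single-point 3.0 µM | schedule = 6 min compound pre-incubation at room temperature, 100 s kinetic read | signal = Fluo-8 no-wash calcium dye fluorescence, excitation 470-495 nm, emission 515-575 nm | repeats = single well per compound, singlicate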
TAAR1 antagonist: human TAAR1 antagonism. Q96RJ0. CHO RD-HGA16 TAAR1, Fluo-8 calcium fluorescence, antagonist. inhibition, % at 3 µM. 360,000 compounds, 1.5% hits. AID 624466;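 active = inhibition above a per-plate cutoff, the mean inhibition of test compounds on that plate plus 3 SD, cut at about 49% in these data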;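 note: 0% = DMSO plus EC80 beta-PEA response and 100% = DMSO alone without agonist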
Target sequence (Q96RJ0 whole entry, looked up): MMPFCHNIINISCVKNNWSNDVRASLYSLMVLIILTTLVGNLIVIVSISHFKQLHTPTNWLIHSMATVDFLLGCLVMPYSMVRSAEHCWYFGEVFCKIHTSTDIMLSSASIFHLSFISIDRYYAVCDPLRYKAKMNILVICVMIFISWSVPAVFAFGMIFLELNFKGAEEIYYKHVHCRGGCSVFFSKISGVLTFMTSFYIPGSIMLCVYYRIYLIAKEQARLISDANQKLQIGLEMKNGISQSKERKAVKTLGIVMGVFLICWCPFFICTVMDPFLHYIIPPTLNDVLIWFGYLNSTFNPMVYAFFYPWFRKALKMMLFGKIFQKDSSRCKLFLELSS
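System: RD-HGA16 CHO cells with stable hTAAR1 and Gα16 | Probe or stimulus: EC80 β-phenethylamine stimulus | Dosing: 3 µM, single point | Times: Dye loading 75 min at 37 °C, then 30 min room temperature | Measured by: Fluo-8 calcium-sensitive fluorescence | Read-out basis: % inhibition of agonist calcium response | Replicates: n of 1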
M1 PAM parental: nonselective activator or artifact in parental CHO-K1 calcium assay | 360,000 compounds, 0.02% hits | ATP EC20, Fluo-8 calcium fluorescence; 0% at ATP EC20, 100% at ATP max | activation, % at 3 µM;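 active = activation above the run cutoff, the mean activation of all test compounds plus 3 SD, cut at about 40% in these data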;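 note: peak over basal fluorescence ratio in a 140 s read after ATP addition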
M1 ag parental: counter-screen for M1 agonists: effect in parental CHO-K1 cells. activation, % at 3 µM. 360,000 compounds, 0.48% hits. Fluo-8 calcium fluorescence; scaled to maximal ATP response, vehicle zero. AID 602248; in the data active = activation above about 15%;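 note: untransfected CHO-K1 host cells lacking M1 receptor as counterscreen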
M1 ag: activates human CHRM1 receptor | P11229 | CHO-K1 hM1, Fluo-8 calcium fluorescence, agonist mode; 0% DMSO, 100% acetylcholine EC100 | activation, % at 3 µM | 360,000 compounds, 0.33% hits | AID 588814;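 active = activation above the run's mean compound activation plus 3 SD, cut at about 16% in these data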;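 note: peak over basal fluorescence ratio within a 140 s kinetic read after compound addition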
TAAR1 agonist: agonists of human TAAR1. Q96RJ0. CHO RD-HGA16 TAAR1, Fluo-8 calcium fluorescence; vehicle wells 0%, saturating PEA agonist 100%. activation, % at 3 µM. 360,000 compounds, 0.99% hits;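 active = activation above the mean activation of all test compounds in the run plus 3 SD, cut at about 38% in these data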
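Test system: RD-HGA16 (CHO) cells co-expressing Gα16 and hTAAR1; dosing: one-point dosing at 3 µM (nominal); timing: 17-24 h seeding, 75 min 37 °C dye, 30 min RT; signal: kinetic Fluo-8 calcium fluorescence; read-out basis: % activation relative to PEA EC100 response; controls: DMSO and PEA EC100; replicates: n 1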
An asterisk follows results filed as active; nt = no result given.

SMILES,TAAR1 antagonist,M1 ag parental,OXTR potentiator,CHO-K1 Ca antag,CHRM1 antagonist,TAAR1 agonist,M1 ag,M1 PAM parental,CHO parental Ca
O=C(CCN1C(=O)[C@@H]2Cc3ccccc3CN2C1=O)NCc1ccccc1Cl,-10,2.2,-5,-9,-5,0,-1,14,-12
CN(CC(=O)Nc1cccc(F)c1)CC(=O)Nc1ccccc1[N+](=O)[O-],7,9.7,-9,17,14,6,-2,-7,8
Cc1ccc(NC(=S)NC(=O)c2ccc(F)cc2)cc1S(=O)(=O)Nc1ccccc1Cl,19,0.7,-2,3,-1,0,-2,8,-18
C=CCn1c(C)cc(C(=O)CSc2nc3ccccc3[nH]2)c1C,60*,18*,-13,2,39*,17,1,-8,21
COc1cc2cc(CN(CCO)S(=O)(=O)c3ccccc3)c(=O)[nH]c2cc1OC,17,0.1,-3,-10,1,2,-5,16,-3
COc1ccc([N+](=O)[O-])cc1NS(=O)(=O)c1cc(C(=O)O)ccc1OC,-28,0.6,-5,-14,-20,1,-2,20,3
CCN1C(=O)C(Cc2nc3ccccc3c(=O)n2-c2ccccc2)c2ccccc21 (stereo not given),15,2.2,-10,-4,-5,24,-4,18,-27
CCn1c(COc2ccc(Cl)cc2)nnc1SCC(=O)Nc1ccc2c(c1)OCO2,8,1.0,-19,-4,19,13,-5,-2,-14
COc1ccc(S(=O)(=O)Nc2ccccc2C(=O)N2CCOCC2)cc1Br,-25,0.1,nt,0,-4,1,-3,-3,nt
O=C(Nc1nc(-c2cc(F)ccc2F)cs1)C1=NN(c2ccccc2)C(=O)CC1,46,1.0,-11,-1,13,4,-6,17,-6
CN1CCc2c(sc3c2c(=O)n(-c2ccccc2)c2nnc(SCc4ccc(Cl)cc4)n32)C1,-2,0.4,-6,-13,-13,-2,-6,24,-13
O=C1CSC(c2cn(-c3ccccc3)nc2-c2ccc3c(c2)OCCO3)N1CCN1CCOCC1 (stereo not given),27,3.9,-18,3,6,12,0,6,-15
Nc1ccc(C#Cc2ccc3c(=O)c4ccccc4oc3c2)cc1,13,-0.3,-8,-7,-3,2,2,-18,3
CC(C)(C)C(=O)N1CCN(c2ccc3c(c2)C2CC3CCN2C(=O)OCc2ccccc2)CC1 (stereo not given),-10,0.5,nt,-1,-4,8,-5,17,nt
CC(NC(=O)C(=O)NN=C1CCCCCC1)c1ccccc1 (stereo not given),-5,-0.1,-11,6,-5,-1,-5,14,-20
Cc1ccc(NNC(=O)Nc2ccc(Cl)cc2)nn1,-41,0.4,-2,-7,-6,15,-4,9,-4
CC1(C)CC2CC(C)(CN2C(=O)COC(=O)c2cccnc2Cl)C1 (stereo not given),-20,1.4,2,-14,3,4,-1,12,-12
Cc1c(C(=O)N2CCc3ccccc32)cnn1C,9,3.8,-1,11,6,1,-2,5,-18
N#Cc1c(/N=C/c2cccnc2)sc2c1CCCC2,-12,-0.5,-3,-5,-17,0,-4,0,-7
CCc1ccc(CCC(=O)Nc2ccc(Br)cc2)o1,19,1.2,-4,4,-9,3,-4,16,-2
COCc1cc(C)nc(OCC(=O)N/N=C/c2ccc(OC)c(O)c2)c1C#N,10,-0.2,-9,5,-11,2,-7,-8,-7
CCc1cc2c(SCc3ccc(C(=O)OC)o3)ncnc2s1,6,3.2,-12,-1,1,-4,-9,13,2
Cn1c(N)c(C(=O)COC(=O)/C=C/c2ccccc2F)c(=O)n(C)c1=O,10,2.7,-9,-10,-11,16,7,11,-7
CCOc1ccc(OCC)c(S(=O)(=O)NCc2ccccn2)c1,-3,0.1,-3,-10,-18,10,-2,-1,-17
CC1Cc2cc(/C(O)=C3\C(=O)C(=O)N(Cc4cccnc4)C3c3ccccc3F)ccc2O1 (stereo not given),nt,-0.2,3,11,11,nt,-1,-31,-14
CS(=O)(=O)N1CCC(Oc2cccc(C(=O)NCCCC3CCCC3)c2)CC1,nt,7.5,-16,6,15,nt,-1,-15,-15
Cc1cccc(N(C)S(=O)(=O)c2c(C)noc2C)c1,-23,0.1,-3,-4,-12,-2,-4,0,-10
O=C(Nc1ccccc1C(=O)N/N=C/c1ccco1)c1ccccc1Cl,3,0.3,-6,4,11,4,-5,4,-24
CC12CN(C(=O)c3cccc([N+](=O)[O-])c3)C3(C#N)CC1CCC23C (stereo not given),21,1.4,nt,-4,-6,1,-2,8,nt
Cc1ccc(C2CC(c3cccc(C)c3)n3ncnc3N2)cc1 (stereo not given),4,3.1,-5,-2,-23,5,1,17,-12
OC(CNC1CCCC1)COc1ccc(Cl)cc1 (stereo not given),6,0.5,0,-11,-7,0,-6,6,-14
CC(=O)Nc1ccc(NC(=O)C(C)OC(=O)C(C)SCC(=O)Nc2ccc(F)cc2)cc1 (stereo not given),14,0.9,-8,4,-2,0,-1,14,-4
CC(=O)Nc1cccc(NC(=O)CSc2ccc(-c3ccccn3)nn2)c1,-4,0.7,-2,19,-4,1,-4,-21,-30
CCOc1ncccc1C(=O)OCC(=O)N1CCC(C)CC1,-8,-0.2,5,6,2,16,-2,-1,-3
CCCC(C)C(=O)Nc1ccc2c(c1)OCCO2 (stereo not given),-2,0.0,-4,-14,-11,4,-4,22,-12
Cc1ccc(NC(=O)c2cc(C(C)(C)C)nn2Cc2ccccc2)cc1,61*,0.0,-9,15,26,6,-2,-21,-17
Cn1c(Cn2cnc3ccccc32)nnc1SCc1ccccc1,11,2.4,-17,-6,-8,3,1,12,-17
Cc1sc(NC(=O)c2cccs2)nc1-c1ccccc1,18,1.1,-15,4,1,9,-4,7,-19
COc1ccc(C(=O)N[C@H](C(=O)N2CCN(c3ccccc3F)CC2)C(C)C)cc1,-1,-0.1,-5,0,2,0,-1,3,-7
O=c1c(Cc2ccc(F)cc2)c(O)ccn1Cc1ccc(F)cc1,15,0.9,-9,-13,-5,2,-4,12,-12
COc1cc(OC)cc(C(=O)NC(C)CNc2ccc(Cl)cc2[N+](=O)[O-])c1 (stereo not given),10,3.0,-12,-8,1,3,-7,5,-11
COc1ccc(CNc2nc3ccccc3n2Cc2ccccc2)cc1OC,3,0.4,-13,7,8,12,-2,-5,-13
COc1cccc(-c2cc(C(F)(F)F)nc(-n3ccc([N+](=O)[O-])n3)n2)c1,-12,0.2,-2,-16,-10,0,-2,18,-18
Cc1nc2cc(N)ccc2n1-c1ccccc1,-17,1.3,-4,4,7,-1,-13,1,-1
CCc1nc(Nc2ccc(NC(C)=O)cc2)c2oc3ccccc3c2n1,18,3.7,3,-9,1,7,-6,-15,-17
Cc1c(OCC(F)(F)F)ccnc1CSc1nc2ccccc2[nH]1,12,3.4,-16,-2,2,11,-1,-12,-15
CCOC(=O)c1ccc(NC(=O)c2cccc(S(=O)(=O)N3CCN(C(C)=O)CC3)c2)cc1,-18,1.6,-7,-7,-9,1,-5,8,-13
CC1(C)C=Cc2cc3ccc(=O)oc3cc2O1,-4,-0.1,2,2,-12,0,-4,13,-11
COC(=O)COc1ccc(S(=O)(=O)N2CCOCC2)cc1,-11,0.8,0,13,3,8,-3,6,-4
Cc1nc2ccccc2c(=O)n1NC(=O)c1ccc(Cl)c(Cl)c1,-17,3.0,-17,-10,-18,9,-2,-5,-4
CCN(c1ccccc1)S(=O)(=O)c1ccc2c(c1)C(C)(C)C(=O)N2C,nt,0.9,-3,0,-5,nt,-4,5,-6
CCN1CCc2c(sc3c2c(NCc2ccco2)nc2nnnn23)C1,2,0.3,-10,-13,-2,1,-4,-3,-4
CCC(C)(C)C1CCC2(CC1)NC(=O)N(CC(=O)Nc1cc(C(F)(F)F)ccc1N1CCOCC1)C2=O (stereo not given),-17,0.2,-4,1,-6,1,-2,2,-12
CC1CC(C)CN(C(=O)CCC(=O)Nc2nnc(C3CCCCC3)s2)C1 (stereo not given),-8,1.2,0,-10,-14,1,-1,15,-23
Cc1occc1-c1nnc(SCC(=O)c2ccccc2)n1CC1CCCO1 (stereo not given),13,0.1,-4,4,-18,5,-4,16,-16
CCCCOCCCNC(=O)N[C@@H](CCSC)C(=O)OC,-1,0.7,-3,-21,-2,3,-5,14,-6
Cc1ccc(C(=O)NC2CCN(S(=O)(=O)c3ccc(F)cc3)CC2)cc1,0,0.8,7,1,-14,1,-3,8,-14
COCCOc1ccc(C(F)(F)F)cc1NC(=O)COC(=O)c1cc([N+](=O)[O-])ccc1N1CCOCC1,19,2.2,-11,-2,-7,0,-5,-2,-16
CCC(C)OC(=O)C1=C(C)NC(=O)CC1c1ccccc1OC (stereo not given),-34,-0.9,-14,-3,-7,-2,-5,11,-21
CC(Oc1ccccc1)C(=O)Nc1ccc(S(=O)(=O)N2CCCC2)cc1 (stereo not given),9,2.6,-12,0,-7,16,-10,-11,-3

Remaining list, next part.
SMILES,TAAR1 antagonist,M1 ag parental,OXTR potentiator,CHO-K1 Ca antag,CHRM1 antagonist,TAAR1 agonist,M1 ag,M1 PAM parental,CHO parental Ca
CCCn1c(NCc2cc(OC)ccc2OC)nc2ccccc21,-2,0.9,1,-7,-7,9,-5,-1,-14
COc1ccc(-n2c(C)cc(C(=O)Cn3c(NCCO)nc4ccccc43)c2C)cc1,-6,1.4,-10,-9,-1,13,-3,13,-20
Cc1ccc(NC(=O)c2nc[nH]c2C(=O)N2CCN(c3ccccc3)CC2)cc1,-10,-0.1,-5,-11,1,3,-3,6,-8
CCOC(=O)c1cnc2c(C)cccc2c1Nc1cccc(C(=O)O)c1,3,-0.2,-3,-17,7,1,-4,1,-10
Cc1ccc(/C=C2\CCCC3=C2NC(=S)NC3c2ccc(C)cc2)cc1 (stereo not given),2,-0.7,-8,16,-9,1,-4,-6,-25
CCOc1ccc(NC(=O)CSc2ccccc2N)cc1,5,-0.7,-11,-8,2,-1,-2,0,5

Sorted by heavy-atom count (largest number first): part of the list above
SMILES,TAAR1 antagonist,M1 ag parental,OXTR potentiator,CHO-K1 Ca antag,CHRM1 antagonist,TAAR1 agonist,M1 ag,M1 PAM parental,CHO parental Ca
COc1ccc(-n2c(C)cc(C(=O)Cn3c(NCCO)nc4ccccc43)c2C)cc1,-6,1.4,-10,-9,-1,13,-3,13,-20
Cc1ccc(/C=C2\CCCC3=C2NC(=S)NC3c2ccc(C)cc2)cc1 (stereo not given),2,-0.7,-8,16,-9,1,-4,-6,-25
CCOc1ccc(NC(=O)CSc2ccccc2N)cc1,5,-0.7,-11,-8,2,-1,-2,0,5

Not a hit list; any-hit rate near 4.2%.
